# Screening results as filed in PubChem BioAssay.
# 15-hLO inh – qHTS Assay for Inhibitors of 15-hLO (15-human lipoxygenase). purified 15hLO-1, xylenol orange hydroperoxide absorbance. Potency, µM (series often up to 57.1 µM), inactives show at the highest dose activity change, negative = inhibition, usual class: inhibitors. 1.4% of 74,000 active; also: potency is read from the fitted curve at half-maximal effect; % is scaled to controls: 0 for no effect and ±100 for the full control effect; nearly all actives have a fitted effect of over 55% in size
# Target sequence (P16050 whole entry, looked up): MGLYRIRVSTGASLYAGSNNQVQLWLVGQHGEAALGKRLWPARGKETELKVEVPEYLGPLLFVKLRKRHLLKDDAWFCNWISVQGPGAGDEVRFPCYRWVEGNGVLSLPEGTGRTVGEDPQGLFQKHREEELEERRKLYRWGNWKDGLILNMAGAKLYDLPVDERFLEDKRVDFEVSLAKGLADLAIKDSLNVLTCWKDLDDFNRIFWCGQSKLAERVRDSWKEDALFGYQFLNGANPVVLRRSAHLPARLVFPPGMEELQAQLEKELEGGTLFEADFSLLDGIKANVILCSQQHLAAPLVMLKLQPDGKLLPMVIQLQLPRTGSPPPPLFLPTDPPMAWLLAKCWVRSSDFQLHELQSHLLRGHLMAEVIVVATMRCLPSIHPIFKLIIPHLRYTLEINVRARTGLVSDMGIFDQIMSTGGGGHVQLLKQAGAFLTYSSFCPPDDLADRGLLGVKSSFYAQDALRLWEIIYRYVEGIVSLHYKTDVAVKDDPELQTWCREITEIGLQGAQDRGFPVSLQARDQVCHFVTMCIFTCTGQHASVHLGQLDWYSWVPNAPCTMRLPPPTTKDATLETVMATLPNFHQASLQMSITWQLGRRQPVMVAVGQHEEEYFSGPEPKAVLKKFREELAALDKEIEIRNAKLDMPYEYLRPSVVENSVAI
#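 40 nM 15hLO-1 + cpd, 15 min RT; start w/ 50 uM AA (final), 6 min RT; stop/detect w/ 200 uM XO + 300 uM Fe(II) in 50 mM H2SO4, 30 min; A573/A405. Buffer 25 mM Hepes pH 7.5, 0.01% Triton X-100. No-enzyme wells as negative control.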
# Fluorescein autfl – qHTS Assay for Spectroscopic Profiling in Fluorescein Spectral Region | Compound autofluorescence, 480/540 nm, fluorescein-equivalent; active compounds read high | max fluorescein-equivalent concentration, M | 0.91% of 59,000 active; in the data active = max fluorescein-equivalent concentration above about 10 nM; inconclusive = between about 1.1 nM and that limit
#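 Autofluorescence profiling; 100 mM Tris, pH 8.0; incubation 15 min at RT; ex/em 480/540 nm; result as fluorescein-equivalent concentration.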
# Pol III holo inh – qHTS Assay for Inhibitors of DNA Polymerase III Holoenzyme System; AID 603, 2007; 0.25% of 71,000 active; reconstituted DNA polymerase III holoenzyme replication, biochemical; Potency, µM (top dose mostly 57.1 µM), for the others: at the highest dose activity change, negative = inhibition; also: potency is read from the fitted curve at half-maximal effect; % is scaled to controls: 0 for no effect and ±100 for the full control effect
#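 Reconstituted *E. coli* holoenzyme (0.35 nM Pol III, 1 nM beta, 154 nM SSB, 2 nM primase) was preincubated with compound for 15 min at RT. Synthesis on 1.4 nM ssM13Gori ran 35 min, then was stopped with PicoGreen/EDTA and read as dsDNA fluorescence.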
# Ub-GFP proteasome – Ubiquitin-GFP Assay; Ubiquitin-GFP reporter cells, proteasome inhibition, GFP fluorescence; response scale: untreated = 0%, 10 µM MG-132 = 100%; Potency, µM (titrated, usually from 45.9 µM), for inactives: top-dose activation (GFP accumulation), actives largely listed as activators; 67,000 tested, under 10 active; active = well fitted activation curve with a large enough effect, not every such curve was filed as active; inconclusive = small, poorly fitted or top-dose-only effect, or another doubt; inactive = no such curve, though single readings can be large or run the other way; also: potency is read from the fitted curve at half-maximal effect
#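 GFP accumulation read-out: laser plate cytometry counting ubiquitin(G76V)-GFP-expressing U2OS cells after 4 hr compound exposure at 37 °C. Titrations spanned 46 uM to 2.9 nM; 0% = basal, 100% = 10 uM MG-132; concentration-response curves fitted.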
# Rhodamine fluor – qHTS Assay for Spectroscopic Profiling in Rhodamine Spectral Region. Rhodamine-region fluorescence, 547/598 nm, Tris buffer; active compounds read high. max dye-equivalent concentration, M. 0.05% of 59,000 active; in the data active = max dye-equivalent concentration above about 11 nM; inconclusive = between about 1.1 nM and that limit
#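 Compounds in 100 mM Tris buffer, pH 8.0, were incubated 15 min at room temperature, then read at 547 nm excitation and 598 nm emission. Fluorescence was normalized against a per-plate six-point rhodamine standard curve as dye-equivalent concentration.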
# TexasRed autofl – qHTS Assay for Spectroscopic Profiling in Texas Red Spectral Region. 0.06% of 59,000 active. AID 587, 2007. max dye-equivalent concentration, M. Compound fluorescence, Texas Red channel, 547/618 nm; active compounds read high; in the data active = max dye-equivalent concentration above about 10 nM; inconclusive = between about 1.1 nM and that limit
#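 Fluorescence at ex 547/em 618 nm, normalized against an on-plate Texas Red standard series to give dye-equivalent concentration per compound concentration. Buffer 100 mM Tris, pH 8.0; 15 min RT incubation before CCD imaging.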
# HBB splicing – qHTS Assay for Modulators of Hemoglobin Beta Chain Splicing. HBB splicing reporter cell assay, activation; EGFP reporter with mutant IVS2-654 intron; response scale: normalised to 500 nM splice-correcting PNA. Potency, µM (top dose mostly 46.1 µM), for inactives: at the top dose activation, usual class: activators. 0.06% of 65,000 active; also: potency is read from the fitted curve at half-maximal effect; 0% is about no effect
#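 Compounds were applied for 2 days to HeLa EGFP-654 cells, 500/well in Optimem with 2% FCS. The reporter's EGFP is disrupted by mis-splicing of beta-globin intron IVS2-654. Readout: summed well GFP fluorescence from 488 nm laser scanning; reference was 500 nM antisense […] 654 PNA.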
# GFP derepression – qHTS Assay for Epigenetic Modulators | Potency, µM (highest dose often 46.1 µM), for inactives: at the top dose GFP derepression (activation) | 0.09% of 68,000 active | mouse C127i GFP locus derepression, cytometry, 30 h | AID 597, 2007; also: % of control where 0% means no effect
#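 Read-out is the number of GFP-positive cells, scored as fluorescent objects 20 to 120 um wide, reflecting derepression of a silenced CMV-GFP reporter in murine C127i cells after 30 h compound exposure at 37 C.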
# Hsp90 Hop PPI – qHTS Assay for Disrupters of an Hsp90 Co-Chaperone Interaction | AlphaScreen TPR2A-His6 binding biotin-Hsp90 C-terminal peptide | Potency, µM (titrated, usually from 57 µM), without a hit: top-dose activity change, negative = inhibition | 0.44% of 71,000 active; active = well fitted curve in either direction with a large enough effect; inconclusive = small, poorly fitted or top-dose-only effect, or another doubt; also: potency is read from the fitted curve at half-maximal effect; % is scaled to controls: 0 for no effect and ±100 for the full control effect; many of its hits are not listed in these tables
# HADH2 inh – qHTS Assay for Inhibitors of HADH2 (Hydroxyacyl-Coenzyme A Dehydrogenase, Type II); 3.4% of 73,000 active; 3-hydroxyacyl-CoA dehydrogenase type-2 (Homo sapiens), Q99714; recombinant HADH2, NADH fluorescence, beta-hydroxybutyryl-CoA; Potency, µM (series often up to 57.1 µM), for the others: at the highest dose activity change, negative = inhibition, hits mostly inhibitors; also: potency is read from the fitted curve at half-maximal effect; % is scaled to controls: 0 for no effect and ±100 for the full control effect; nearly all actives have a fitted effect of over 60% in size; many of its hits are not listed in these tables
# Target sequence (Q99714 whole entry, looked up, one chain of several): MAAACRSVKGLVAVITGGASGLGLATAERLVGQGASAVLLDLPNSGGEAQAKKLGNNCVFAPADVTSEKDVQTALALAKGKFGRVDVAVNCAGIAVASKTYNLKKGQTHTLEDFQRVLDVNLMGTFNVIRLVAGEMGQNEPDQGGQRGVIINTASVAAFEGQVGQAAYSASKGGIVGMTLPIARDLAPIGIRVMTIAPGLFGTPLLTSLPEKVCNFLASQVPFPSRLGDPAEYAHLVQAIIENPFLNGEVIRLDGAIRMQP
#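 His-tagged recombinant enzyme from E. coli, 20 nM, preincubated 15 min RT with compound; reaction started with 1 mM NAD+ and 90 uM beta-hydroxybutyryl-CoA in 100 mM Tris-HCl pH 9.0. NADH fluorescence (ex 360/em 450) read over 4 min; last-minus-first difference.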
# 4-MU autofl – qHTS Assay for Spectroscopic Profiling in 4-MU Spectral Region; compound autofluorescence, 340/450 nm, 4-MU equivalents; active compounds read high; max dye-equivalent concentration, M; 11% of 59,000 active; in the data active = max dye-equivalent concentration above about 10 nM; inconclusive = mostly about 1.1 nM to 9.6 nM
#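 Intrinsic fluorescence at 340/450 nm (ex/em) was read after 15 min at room temperature in pH 8.0, 100 mM Tris. Each compound concentration expressed as 4-MU-equivalent concentration from a six-point 4-MU standard series on each plate.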
# * marks the source's active call; other numbers are inactive results; i = inactive; u = inconclusive; x = not tested or not shown; [ ] = dose if it differs, or a comment. Unless noted, calls follow the shape of the dose curve; as a rule, active = well fitted curve in the direction sought with a large enough effect; inconclusive = small, poorly fitted or top-dose-only effect, or another doubt; inactive = no such curve, though single readings can be large; an effect the other way counts as inactive or inconclusive. Some of the compounds tested; count on the stated rates, not on these rows.
SMILES,HBB splicing,Rhodamine fluor,Pol III holo inh,GFP derepression,TexasRed autofl,Fluorescein autfl,Hsp90 Hop PPI,HADH2 inh,4-MU autofl,Ub-GFP proteasome,15-hLO inh
Cc1cc2oc(=O)cc(COC(=O)c3cccc(N(C)C)c3)c2cc1C,-2.4%,i,-5%,-1%,i,i,0%,6%,i,-2%,-4%
O=C(CSc1ncc(-c2ccc(F)cc2)[nH]1)N1CCCCC1,0.0%[57.5 µM],i,-5%,2%,u,i,-6%,-8%,i,0%,-3%
CCOC(=O)c1ccc(S(=O)(=O)Nc2ccccc2-c2nnn(CC)n2)cc1,1.3%,i,-3%,-1%,i,i,u,4%,i,-3%,-4%
O=C(Nc1ccc2c(c1)OCO2)C1CCCN1C(=O)OCc1ccccc1 (stereo unspecified),-4.4%[0.0738 µM],x,0%[11.4 µM],-4%,x,x,-2%[11 µM],-3%[11.4 µM],x,11%[9.17 µM],-6%[11.4 µM]
COc1ccc(S(=O)(=O)Nc2ccccc2SC)cc1C,1.8%,i,-1%,-2%,i,i,10%,2%,i,2%,-14%
COc1cccc(OC)c1C(=O)Nc1ccc(CN2CCOCC2)cc1,-0.3%,i,2%,1%,i,i,-1%,5%,i,12%,3%
O=C1CC(N2CCN(c3cccc(C(F)(F)F)c3)CC2)C(=O)N1c1ccc(F)cc1 (stereo unspecified),-2.4%,x,-3%,-2%,x,x,0%,2%,x,0%,-6%
CCCCOC(=O)CSc1nc(N)c(C#N)c(-c2ccc(OC)cc2)c1C#N,x,i,x,0%[20.6 µM],i,u,x,x,2.2e-08M*,x,x
COc1ccccc1Cn1c(=O)[nH]c2cccnc21,-5.5%,i,4%,1%,i,i,-4%,4%,i,-4%,-1%
O=c1c2c(nc3cc(-c4ccc(F)cc4)[nH]n13)CCCC2,-0.3%[57.5 µM],i,0%,0%,i,i,-2%,-18%,i,-3%,0%
O=C(COc1ccc(Cl)cc1)NCc1nnc(SCC(=O)Nc2ccc3c(c2)OCCO3)o1,0.0%,i,0%,0%,i,i,u,19%,i,8%,-4%
O=C(c1ccco1)[C@@H]1[C@@H]2C(=O)N(c3ccc(Br)cc3)C(=O)[C@@H]2C2c3ccccc3C=CN21 (stereo partly specified),0.4%[0.369 µM],i,-5%,13%,u,u,-17%,2%,i,x,-8%
Cn1c(CCNC(=O)c2ccco2)nc2cc(NC(=O)C3CCCCC3)ccc21,2.6%,i,-4%,0%,i,u,-4%,19%,i,-3%,12%
Cc1c(NC(=O)CN2C(=O)C3C4C=CC(C4)C3C2=O)c(=O)n(-c2ccccc2)n1C (stereo unspecified),-1.9%,i,-1%,-2%,i,i,-2%,-5%,1.1e-08M*,-1%,-6%
CN=C(Nc1ccc2c(c1)OCO2)SC1CC(=O)N(c2ccccc2)C1=O (stereo unspecified),x,i,5%,-1%,i,i,-6%,2%,i,9%,-9%
O=S(=O)(c1ccccc1)c1nc(-c2ccco2)oc1N1CCOCC1,7.7%,i,-4%,0%,i,u,-7%,-6%,i,-3%,u
CC(=O)Nc1c(I)c(C(=O)N[C@H]2[C@@H](O)[C@H](O)[C@H](CO)O[C@@H]2O)c(I)c(N(C)C(C)=O)c1I,0.1%[20.6 µM],i,-9%[25.6 µM],4%[20.6 µM],i,u,-2%[26 µM],1%[25.6 µM],i,4%[20.5 µM],9%[25.6 µM]
CN(C)C(=O)CSc1nnc(-c2cc(-c3cccs3)nc3ccccc23)o1,1.2%,i,-4%,-4%,i,i,7%,-12%,1.7e-07M*,-12%,-8%
CC(C)(C)c1ccc(NC(=O)COC(=O)C2=COCCO2)cc1,-2.2%,i,-5%,0%,u,i,0%,4%,i,0%,6%
O=S(=O)(c1ccccc1)N1CCC2(CC1)CN(c1ncccn1)C2,1.7%,i,-5%,0%[9.22 µM],i,i,-4%,6%,i,0%,15%
COC(=O)c1cc(NC(=O)c2ccc(Cn3cc(Cl)cn3)o2)cc(C(=O)OC)c1,0.1%[57.5 µM],i,-6%,6%,i,i,-3%,18%,i,4%,-4%
COc1ccc(S(=O)(=O)N(CC(=O)O)c2ccccc2)cc1,x,i,-5%,-1%,i,i,-2%,5%,i,-3%,7%
COc1nc(N(C)S(=O)(=O)c2ccc(C)cc2)nc(C)c1Cl,x,i,x,2%[20.6 µM],i,i,x,x,i,x,x
O=C1C2CC=CCC2C(=O)N1c1n[nH]c(Cc2ccccc2)n1 (stereo unspecified),-1.2%,i,-3%,0%,i,i,-1%,10%,i,10%,-3%
CC(=O)OC(C)=O,0.5%,x,-2%,x,x,x,1%,-5%,x,x,-3%
CCC(Sc1nnnn1-c1ccccc1)C(=O)Nc1nc2ccccc2s1 (stereo unspecified),1.4%,x,7%,0%,x,x,4%,5%,x,-9%,-17%
COCCNCC(=O)C12CC3CC(CC(C3)C1)C2,2.0%[57.5 µM],i,6%,0%,i,u,1%,0%,i,0%,5%
Cn1c(Cn2c(=O)sc3ccccc32)nnc1SCc1cccnc1,-0.2%,x,-3%,-8%,x,x,-4%,2%,x,-4%,1%
O=C(Nc1ccccc1)N1CC2(CCN(C(=O)c3ccco3)CC2)C1,0.2%,i,-3%,-2%[9.22 µM],i,i,-1%,-5%,i,-7%,7%
O=C(c1ccco1)N(Cc1nc2ccccc2c(=O)[nH]1)C1CCCC1,-1.2%,i,-8%,0%,i,u,-9%,5%,i,-6%,-5%
CCc1ccccc1NC1=NCC(=O)N1Cc1ccc(OC)cc1,x,i,-3%,0%,i,i,-2%,3%,u,-5%,-4%
O=C(C1CCCN(S(=O)(=O)c2cccc3cccnc23)C1)N1CCN(c2ccccc2F)CC1 (stereo unspecified),0.4%,x,2%,x,x,x,-2%[2.3 µM],8%,x,-3%,2%
OCCNc1nc(-c2cccnc2)nc2ccccc12,-0.3%[9.22 µM],x,-6%,2%,x,x,-2%,-12%,x,-5%,3%
CCc1nc(OCc2ccco2)c2sc3nc4c(cc3c2n1)COC(C)(C)C4,-0.6%,i,-1%,0%,i,i,-12%,u,i,-2%,-24%
COc1cc2nc(-c3ccccc3)nc(N3CCCC3)c2cc1OC,x,i,x,2%[20.6 µM],i,u,x,x,u,x,x
COc1ccc(-n2ccc(=O)c3c2CCCC3=O)cc1,x,i,x,0%[20.6 µM],i,i,x,x,i,x,x
c1ccc(-c2noc(-c3ccc4ccccc4c3)n2)nc1,-1.1%,i,-6%,-2%,i,u,-3%,u,i,9%,-22%
COc1ccc(NC(=O)CCCn2c(=O)[nH]c3ccccc3c2=O)cc1,0.4%,i,1%,-1%,i,i,-1%,-2%,i,-4%,0%
Cc1ccccc1-c1nc(CN2CCC(C(=O)N3CCC(C(N)=O)CC3)CC2)c(C)o1,0.6%,x,4%,-3%,x,x,0%,5%,x,6%,0%
COC(=O)c1c(C#N)c(N)nc2c1CCCC2,-7.6%[0.369 µM],i,-2%,4%,u,i,-5%,6.3µM*,2.7e-06M*,2%,7%
O=C(CN(Cc1ccc2c(c1)OCO2)C(=O)CNS(=O)(=O)c1ccccc1)NCc1ccco1,-2.2%,i,2%,-1%,i,u,-2%,3%,i,-6%,-1%
COC(=O)C1=C(N)Oc2cc(C)n(C)c(=O)c2C1c1ccc(Cl)cc1 (stereo unspecified),-2.3%[0.369 µM],i,-16%,2%,u,u,-5%,11%,i,0%,3%
O=C(CCCn1c(=O)c2ccccc2n(CC(=O)NCc2ccco2)c1=O)NCc1ccco1,0.6%,i,3%,-1%,i,i,u,-3%,i,-1%,-4%
CCn1c(N2CCN(CC(=O)c3c(C)n(C)c4ccccc34)CC2)nc2c1c(=O)[nH]c(=O)n2C,1.1%[1.84 µM],i,-6%,0%,i,i,-8%,17%,i,0%,3%
Cc1cc(C)cc(OCC(=O)Nc2ccccc2C(=O)NCc2ccco2)c1,-0.1%,i,-8%,6%,i,i,-5%,12%,i,-1%,-3%
